# L3MBTL1 block: qHTS Assay for the Inhibitors of L3MBTL1; Lethal(3)malignant brain tumor-like protein 1 (Homo sapiens), Q9Y468; AlphaScreen L3MBTL1–H3K9me1 peptide binding; Potency, µM (doses to about 57.1 µM), for the others: at the highest dose activity, negative = inhibition, hits mostly inhibitors; 230,000 tested, 0.66% active; also: % is scaled to controls: 0 for no effect and ±100 for the full control effect; nearly all actives have a fitted effect of over 60% in size
#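 AlphaScreen assay: L3MBTL1 (50 nM final) was preincubated 30 min at room temperature with biotinylated H3(1-15)K9me1 peptide (75 nM final), then 30 min with library compounds; streptavidin donor and nickel chelate acceptor beads (10 ug/mL final) added, 30 min dark.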
# RECQ1 helicase: qHTS Assay for Inhibitors of RecQ-Like Dna Helicase 1 (RECQ1); 240,000 tested, 0.54% active; RECQ1 DNA unwinding, red fluorescence kinetic read; AID 2549, 2010; Potency, µM (top dose mostly 57.3 µM), for inactives: at the top dose activity, negative = inhibition, most hits filed as inhibitors; ATP-dependent DNA helicase Q1 (Homo sapiens), P46063;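 also: plate controls were vehicle for no effect and no enzyme for full effect; nearly all actives have a fitted effect of over 30% in size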
#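 50 nM RECQ1T1 preincubated 15 min with compound in Tris pH 8.0 buffer with MgCl2, DTT, Tween-20 and 2.5 ug/ml poly(dI-dC); started with 200 nM TAMRA/BHQ-2 forked duplex and 2 mM ATP. Unwinding read as fluorescence (525/598 nm), two reads 2 h apart.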
# LMNA splice mod: qHTS Assay for Modulators of Lamin A Splicing | HeLa LMNA splicing GFP/RFP minigene ratio, 48 h | Potency, µM (top dose mostly 46.1 µM), inactives show at the highest dose ratio change, negative = inhibition, hits mostly inhibitors | 200,000 tested, 0.01% active | AID 1487, 2009; active = well fitted inhibition curve with a large enough effect in the signal ratio, with a control signal flat, not every such curve was filed as active; inconclusive = small, poorly fitted or top-dose-only effect, or effect the other way, or a change in a side signal; the % refers to the signal ratio; also: % is scaled to controls: 0 for no effect and ±100 for the full control effect
#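 Read-out is the ratio of GFP to DsRed2 object intensity, acquired by 488 nm laser-scanning cytometry on HeLa lamin A-EGFP minigene reporter cells. Compound incubation 48 hrs at 37 °C in Opti-MEM with 2% FBS; DMSO 0.5% final.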
# KDM4E inh: qHTS Assay for Inhibitors of Human Jumonji Domain Containing 2E (JMJD2E); Potency, µM (series often up to 57.1 µM), without a hit: top-dose activity change, negative = inhibition, most hits filed as inhibitors; 230,000 tested, 1.6% active; Lysine-specific demethylase 4E (Homo sapiens), B2RXH2; JMJD2E catalytic domain, FDH-coupled NADH fluorescence (FDH is formaldehyde dehydrogenase); active = well fitted inhibition curve with a large enough effect, not every such curve was filed as active; inconclusive = small, poorly fitted or top-dose-only effect, or another doubt; inactive = no such curve, though single readings can be large or run the other way;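 also: 0% = wells with enzyme and -100% = buffer wells without enzyme; nearly all actives have a fitted effect of over 50% in size; many of its hits are not listed in these tables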
# Target sequence (B2RXH2 1-337 limits assumed): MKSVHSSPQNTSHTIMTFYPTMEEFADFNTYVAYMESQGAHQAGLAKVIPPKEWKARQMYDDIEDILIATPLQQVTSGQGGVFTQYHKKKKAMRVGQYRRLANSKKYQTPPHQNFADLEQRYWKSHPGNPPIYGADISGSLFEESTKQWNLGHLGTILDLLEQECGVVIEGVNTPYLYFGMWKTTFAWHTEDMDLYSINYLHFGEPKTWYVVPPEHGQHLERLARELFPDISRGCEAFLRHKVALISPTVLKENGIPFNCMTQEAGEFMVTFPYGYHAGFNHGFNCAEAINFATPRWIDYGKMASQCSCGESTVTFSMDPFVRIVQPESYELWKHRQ
# ALDH1A1 inh: qHTS Assay for Inhibitors of Aldehyde Dehydrogenase 1 (ALDH1A1); Aldehyde dehydrogenase 1A1 (Homo sapiens), P00352; Purified ALDH1A1, NADH fluorescence, propionaldehyde substrate; Potency, µM (titrated, usually from 75.3 µM), for the others: at the top dose activity, negative = inhibition, most hits filed as inhibitors; 220,000 tested, 7.3% active; AID 1030, 2008; active = well fitted inhibition curve with a large enough effect, not every such curve was filed as active; inconclusive = small, poorly fitted or top-dose-only effect, or another doubt; inactive = no such curve, though single readings can be large or run the other way;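 also: plate controls were no enzyme wells and a reference inhibitor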
# Target sequence (P00352 whole entry, looked up): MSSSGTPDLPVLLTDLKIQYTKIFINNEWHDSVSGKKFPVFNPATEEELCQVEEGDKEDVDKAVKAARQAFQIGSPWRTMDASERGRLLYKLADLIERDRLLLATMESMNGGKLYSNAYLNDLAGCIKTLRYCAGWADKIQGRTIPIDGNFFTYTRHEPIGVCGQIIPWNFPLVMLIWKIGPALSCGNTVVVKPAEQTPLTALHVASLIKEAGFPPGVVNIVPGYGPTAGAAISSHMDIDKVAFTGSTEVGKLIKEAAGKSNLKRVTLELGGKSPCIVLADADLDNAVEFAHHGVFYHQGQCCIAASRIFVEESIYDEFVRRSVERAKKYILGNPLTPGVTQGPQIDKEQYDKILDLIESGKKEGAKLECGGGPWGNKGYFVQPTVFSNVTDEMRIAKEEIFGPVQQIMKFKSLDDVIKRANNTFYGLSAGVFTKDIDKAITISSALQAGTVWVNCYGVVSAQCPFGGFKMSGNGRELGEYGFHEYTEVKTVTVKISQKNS
# KinaseGlo FLuc: Counterscreen for Luciferase (Kinase-Glo TM) Inhibition; Luciferin 4-monooxygenase (Photuris pensylvanica), Q27757; Potency, µM (titrated, usually from 38.3 µM), inactives show at the highest dose activity change, negative = inhibition, usual class: inhibitors; Kinase-Glo luciferase, ATP luminescence, 8 min; AID 1379, 2008; 200,000 tested, 0.28% active; also: % is scaled to controls: 0 for no effect and ±100 for the full control effect; nearly all actives have a fitted effect of over 60% in size
#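 Compound is pinned into ATP-containing buffer (10 uM ATP, imidazole pH 7.2, 7 mM MgCl2). Kinase-Glo luciferase reagent is then added. Light output is recorded following an 8-min room-temperature incubation.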
# SMN2 splice enh: qHTS Assay for Enhancers of SMN2 Splice Variant Expression; HEK293 SMN2-luciferase splicing reporter, luminescence, 30-36 h; Potency, µM (doses to about 46.1 µM), for the others: top-dose activity change, positive = activation, most hits filed as activators; 210,000 tested, 2.8% active; also: % of control where 0% means no effect; nearly all actives have a fitted effect of over 55% in size
#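 qHTS luciferase splicing reporter: luminescence rises when SMN2 exon 7 is included in transfected HEK293 cells. Compound exposure lasted 30-36 h at 37C, with 4.5 mM final sodium butyrate as control, followed by a ONE-Glo read.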
# Tau ThT inhib: qHTS for Inhibitors of Tau Fibril Formation, Thioflavin T Binding; recombinant tau K18 P301L, heparin-induced fibrillization, ThT fluorescence; Potency, µM (top dose mostly 57.4 µM), inactives show top-dose activity, negative = inhibition, usual class: inhibitors; 270,000 tested, 2.1% active; also: % is scaled to controls: 0 for no effect and ±100 for the full control effect; nearly all actives have a fitted effect of over 55% in size
# Target sequence (P10636 561-689 P618L limits assumed): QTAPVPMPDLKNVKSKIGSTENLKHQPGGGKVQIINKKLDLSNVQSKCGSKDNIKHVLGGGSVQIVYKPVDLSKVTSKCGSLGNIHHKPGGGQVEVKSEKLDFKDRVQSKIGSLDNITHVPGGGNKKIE
#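 ThT emission at 510 nm, taken 1 hr after adding 30 uM dye, quantifies aggregates formed when 20 uM heparin acts on human tau K18 P301L for 6 hr at 37 C.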
# Active calls of the source: *; i = inactive; ? = inconclusive; . = no result given; & = joins results of further samples; ! = a repeat was not active; [ ] = remark or other dose. Unless noted, calls follow the shape of the dose curve; as a rule, active = well fitted curve in the direction sought with a large enough effect; inconclusive = small, poorly fitted or top-dose-only effect, or another doubt; inactive = no such curve, though single readings can be large; an effect the other way counts as inactive or inconclusive. Potency is read from the fitted curve at half-maximal effect. Only part of the results is shown, so the mix of outcomes need not match the whole.
SMILES,L3MBTL1 block,RECQ1 helicase,LMNA splice mod,KDM4E inh,ALDH1A1 inh,KinaseGlo FLuc,SMN2 splice enh,Tau ThT inhib
Cc1ccc(-n2c(=O)c3ccc(C(=O)NCc4ccco4)cc3n(Cc3ccccc3C#N)c2=O)cc1,13%,-4%,8%,-14%,-7%,4%,-4%&-10%,0%&7%
CC(C)[C@@H](CC(=O)N[C@@H]1CCNC[C@H]1C(=O)N[C@H](CC(=O)N[C@@H](CCC(=O)O)CC(=O)O)Cc1ccccc1)NC(=O)C[C@H](CO)NC(=O)[C@@H]1CCCC[C@H]1N,.,-4%,.,-4%,-1%,-9%,17%,-3%
O=C(COc1ccc(Cl)cc1[N+](=O)[O-])N/N=C/c1cccs1,-19%,i,1%[46 µM],2%,2%,4%,-3%,-15%
COc1ccc(C2c3ccc(O)cc3Oc3ncn4nc(-c5ccccn5)nc4c32)cc1OC (configuration not stated),-23%,4%,.,?,.,.,.,-14%
CCCCC(C(=O)O)C(C)CC(=O)Nc1nccs1 (configuration not stated),6%,-1%,.,-4%,.,.,.,-8%
Clc1ccc(-c2nnc3ccccn23)cc1,.,i,1%,?,-14%,3%,10%,5%
CCN(CC)S(=O)(=O)c1ccc(C(=O)OCC(=O)c2ccc3c(c2)NC(=O)CO3)cc1,7%,i,10%,-1%,4%,-1%,-3%,1%
COc1ccc(CC(=O)NCc2nc(-c3ccccc3)no2)cc1,2%,i,?,-8%,?,0%,-12%,6%
Cc1cccc(N=C(NO)c2nonc2N)c1,8%,-4%,?,-3%,7%,-3%,13%,6%
CC(=O)N(c1ccccc1)c1nc(/C=C/C(=O)Nc2c(C)cc(C)cc2C)cs1,3%,-2%,?,3%,5%,1%,-21%[1.84 µM],-7%
COC(=O)c1sccc1NC(=O)C1CC1,10%,-8%,10%[46 µM],9%,6%,.,.,-4%
COc1ccc(NC(=O)CC2C(=O)N(CCc3ccccc3)C(=S)N2Cc2cccnc2)cc1 (configuration not stated),-7%,i,?,-3%,?,2%,-4%,-3%
Cc1ccccc1OCC1Cn2c(nc3c2c(=O)[nH]c(=O)n3C)O1 (configuration not stated),-2%,-3%,-3%,3%,-19%,-1%,12%,-6%
COc1ccc(-n2ncc3c(N4CCc5ccccc54)ncnc32)cc1,.,0%,0%,?,16%,-6%,5.6µM*,?
CCCn1nc(C(=O)NCC(C)(C)N2CCOCC2)c2ccccc2c1=O,6%,-3%,10%,9%,2%,0%,14%,-4%

# Part of the list above, showing only LMNA splice mod, KDM4E inh and ALDH1A1 inh.
mol | LMNA splice mod | KDM4E inh | ALDH1A1 inh
Cc1ccc(-n2c(=O)c3ccc(C(=O)NCc4ccco4)cc3n(Cc3ccccc3C#N)c2=O)cc1 | 8% | -14% | -7%
COc1ccc(NC(=O)CC2C(=O)N(CCc3ccccc3)C(=S)N2Cc2cccnc2)cc1 (configuration not stated) | ? | -3% | ?

# More results.
SMILES,L3MBTL1 block,RECQ1 helicase,LMNA splice mod,KDM4E inh,ALDH1A1 inh,KinaseGlo FLuc,SMN2 splice enh,Tau ThT inhib
O=C(COC(=O)c1ccc2c(c1[N+](=O)[O-])C(=O)c1ccccc1C2=O)NC1CC1,-5%,-4%,?,6%,?,-1%,-13%,10µM*
O=C(OCC(=O)N1CCOCC1)C(c1ccccc1)c1ccccc1,7%,10%,5%,8%,-9%,1%,-12%,-2%
Oc1nc(Nc2ccccc2)sc1/C=C1\C=Nc2ccccc21,-9%,-7%,.,?,.,.,.,3.5µM*
O=C(c1c(Cl)nc2sccn12)N(C(=O)c1c(Cl)nc2sccn12)c1ccc(Cl)cn1,.,-6%,11%,10%,?,3%,13µM*,-2%
Cc1c(N=C/C=C2/N(C)c3ccccc3C2(C)C)c(=O)n(-c2ccccc2)n1C,-6%,-10%,-5%,-5%,?,-7%,-11%,?
Cc1ccc2c([N+](=O)[O-])cccc2n1,2%,-1%,6%,-10%,?,-8%,8%,8%
N#C/C(=C\c1ccccc1C(F)(F)F)C(=O)Nc1ccccc1,3%,-16%,-20%,-1%,13%,3%,-6%,-4%
CCc1ccc(/C=N/Nc2nn[nH]n2)cc1,-12%,-2%,-1%,-2%,6%,1%,-2%,-3%
CCC(c1nnnn1C1CCCC1)N1CCN(C(=O)c2ccco2)CC1 (configuration not stated),11%,-3%,19%,-4%,?,-5%,8%,-2%
C/C(=N\NC(=O)c1ccccc1C)c1ccc(N2CCOCC2)cc1,.,i,?,-5%,5%,-5%,17%,?
Cc1sc2ncnc(Sc3nnnn3-c3ccc(Cl)cc3)c2c1C,3%,-6%,-9%,?,?,1%,-78%[inhibitor],?
NC(=O)C1CCC(NC(=O)OCc2ccccc2)CC1 (configuration not stated),-4%,-1%,0%,-3%,-1%,-1%,-9%,-10%
Cc1ccc(OCC(O)Cn2c(N3CCOCC3)nc3c2c(=O)[nH]c(=O)n3C)cc1 (configuration not stated),2%,-11%,4%,5%,3%,.,.,-1%
CCOC(=O)C1=C(C)N[C@@]2(O)c3ccccc3C(=O)[C@@]12O,-4%,-10%,?,-8%,32µM*,2%,10%,3.5µM*
NC(=O)[C@@H]1CCCN1Cc1nc(-c2ccc(C(F)(F)F)cc2)no1,4%,-11%,.,1%,-1%,3%,-20%,-3%
Cc1ccc(C)c(S(=O)(=O)N2C(=S)NC(=O)C2CC(C)C)c1 (configuration not stated),.,-3%,-11%,7%,-5%,-2%,.,-12%
CC(C)(C)c1ccc(S(=O)(=O)CCc2ccccn2)cc1,.,-7%,-6%,0%,7.1µM*,2%,9%,-4%
CCC(=O)N1CCN(CCN=CC2=C(O)CC(c3ccc(OC)cc3)CC2=O)CC1 (configuration not stated),7%,-2%,-11%,10%,10%,4%,-5%,-12%
Cn1cc(C(=O)NCc2cccs2)c(=O)c2cc(S(=O)(=O)N3CCCC3)ccc21,24%,-2%,-3%,-4%,4.5µM*,1%,-15%,-10%
Cc1cc(OC(=O)Cc2cccc3ccccc23)c([N+](=O)[O-])c(=O)[nH]1,1%,-6%,-5%,2%,5%,-2%,-2%,-1%
COc1ccccc1/C=C(\NC(=O)c1ccc(OC)c(OC)c1)C(=O)Nc1cc([N+](=O)[O-])ccc1C,7%,0%,6%,-7%,-3%,1%,-10%[1.84 µM],-4%
CSCCC(NC(=O)c1ccoc1C)C(=O)O (configuration not stated),.,7%,-1%,-5%,7%,-2%,1%,-7%
COc1ccc(C(=O)Nc2ccccc2N2CCOCC2)cc1[N+](=O)[O-],-8%,i,4%,1%,?,3%,-15%,9%
COc1ccc(-c2nn(CCC#N)cc2/C=N/O)cc1OC,2%,5%,-10%[46 µM],1%,18µM*,-1%,6%,5%
CCNS(=O)(=O)c1ccc(CCC(=O)NCc2ccc(C)cc2)cc1,4%,-5%,0%[46 µM],-1%,-2%,0%,.,-8%
O=C(Nc1ccccc1)c1ccc(F)c(S(=O)(=O)N2CCOCC2)c1,1%,i,?,2%,4%,-2%,-20%,-1%
Cc1ccc(OCc2nnc(SCC(=O)Nc3ncc(C)s3)o2)cc1,6%,-11%,.,-2%,.,.,.,?
Cc1cc(C)c(S(=O)(=O)/N=C2/C=C(Sc3ncn[nH]3)C(=O)c3ccccc32)cc1C,?,11%,?,-4%,1.8µM*,-6%,-83%[inhibitor],3%
COc1cc(-c2nnc(-c3ccco3)o2)ccc1OCc1ccccc1,0%,-8%,-14%,?,?,4%,?,?
COCCN(Cc1cc2cccc(C)c2[nH]c1=O)C(=O)c1ccccc1,-4%,-2%,-13%,?,?,1%,1%,-3%
COCCCNC(=O)CC(NS(=O)(=O)c1ccc(Cl)cc1)c1ccc(OC)cc1 (configuration not stated),.,-3%,-9%,-4%,-9%,-1%,15%,-17%
Cc1ncc(S(=O)(=O)c2ccc(Cl)cc2)c(-c2ccccc2)n1,.,-13%,10%,-7%,-1%,-1%,-6%,-13%
COC(=O)CCc1c(C)[nH]c(=S)[nH]c1=O,-3%,7%,5%,-5%,-11%,-1%,2%,-2%
Cc1ccc(C(=O)CSc2nsc(C)c2C#N)cc1,12%,0%,-2%,-14%,?,4%,13µM*,?
C=CCn1c(CNc2ccccc2)nnc1SCC(=O)N/N=C/c1ccccc1O,-5%,-6%,?,14µM*,?,-6%,-9%,-6%
O=C(c1cnc2nc3ccccc3n2c1)c1cc(F)ccc1O,2%,15%,.,-17%,4.5µM*,1%,.,?
Cn1c(N)c(C(=O)COC(=O)CSc2ccc(Cl)cc2)c(=O)n(C)c1=O,-3%,8%,-1%,5%,-15%,-3%,?,16%
CC/C=C\C/C=C\C/C=C\C/C=C\C/C=C\C/C=C\CCC(=O)O,.,0%,.,1%,22µM*,-1%,-4%&-17%&-4%,16µM*!
Cc1cc(C)c(NC(=O)CSc2nnc(-c3ccncc3)n2Cc2ccco2)c(Cl)c1,-42%,-11%,8%,-1%,-9%,0%,-8%,-14%
CSCCC(/C(O)=C(\C#N)c1nc2ccccc2[nH]1)N1C(=O)c2ccccc2C1=O (configuration not stated),-8%,-7%,3%,?,-3%,8%,-7%,-18%
O=c1ccnc(NCCc2ccccc2)[nH]1,.,-3%,-5%,-13%,6%,0%,?,-1%
Cc1ccc(OCc2ccc(C(=O)NCc3cccnc3)cc2)cc1C,-10%,?,?,-2%,3%,-2%,11%,-4%
CCCCn1c(SCC(=O)NCc2ccccc2)nc2ccc(N3CCOCC3)cc2c1=O,2%,-13%,-12%,?,?,2%,-17%,-14%
N#Cc1ccc(NC(=S)Nc2ccccc2)cc1,0%,i,?,-5%,13%,-2%,-13%,1%

# Screening data as filed in PubChem BioAssay.
